Compound activity: PubChem, National Center for Advancing Translational Sciences (NCATS)
EPAC1 agonist: qHTS for Agonist of cAMP-regulated guanine nucleotide exchange factor 3 (EPAC1): primary screen. Potency, µM (titrated, usually from 154 µM), for the others: top-dose activation, usual class: activators. EPAC1 agonist qHTS, biochemical assay; response scale: 100% = response to 6.5 mM cAMP. Rap guanine nucleotide exchange factor 3 (Homo sapiens), O95398. 0.073% of 360,000 active; further: nearly all actives have a fitted effect of over 60% in size
Target sequence (O95398 whole entry, looked up): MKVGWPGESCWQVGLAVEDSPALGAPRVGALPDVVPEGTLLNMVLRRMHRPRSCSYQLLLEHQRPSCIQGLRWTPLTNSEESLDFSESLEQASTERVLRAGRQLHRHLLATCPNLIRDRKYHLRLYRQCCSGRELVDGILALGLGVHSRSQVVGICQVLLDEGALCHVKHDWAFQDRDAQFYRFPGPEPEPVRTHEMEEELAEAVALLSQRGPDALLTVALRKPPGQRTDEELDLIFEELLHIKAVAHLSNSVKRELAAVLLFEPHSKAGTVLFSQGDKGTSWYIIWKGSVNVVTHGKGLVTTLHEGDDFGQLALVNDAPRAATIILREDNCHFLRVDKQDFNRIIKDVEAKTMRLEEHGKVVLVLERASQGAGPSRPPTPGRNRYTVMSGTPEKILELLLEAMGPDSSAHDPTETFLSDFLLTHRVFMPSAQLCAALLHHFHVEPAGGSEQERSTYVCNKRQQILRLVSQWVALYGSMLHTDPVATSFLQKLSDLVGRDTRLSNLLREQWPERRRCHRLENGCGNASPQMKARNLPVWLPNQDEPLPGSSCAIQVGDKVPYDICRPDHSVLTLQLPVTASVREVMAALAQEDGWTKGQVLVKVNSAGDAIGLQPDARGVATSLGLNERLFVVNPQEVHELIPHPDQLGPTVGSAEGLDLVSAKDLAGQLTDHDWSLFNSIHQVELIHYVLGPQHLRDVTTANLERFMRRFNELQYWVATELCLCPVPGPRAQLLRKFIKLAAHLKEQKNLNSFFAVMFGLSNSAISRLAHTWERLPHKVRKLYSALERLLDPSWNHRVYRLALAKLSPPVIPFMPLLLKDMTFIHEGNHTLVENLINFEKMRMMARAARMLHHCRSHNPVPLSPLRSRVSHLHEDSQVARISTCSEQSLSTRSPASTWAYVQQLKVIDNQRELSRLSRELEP
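Read-out is the fluorescence drop as BODIPY-GDP leaves Rap1B (480 nm excitation, 540 nm emission), recorded every 5 minutes over 30 minutes. Reactions held 100 nM EPAC1, 250 nM Rap1B–BODIPY-GDP and 50 uM GDP, with 6.5 mM cAMP setting full activation.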
aSyn yeast inh: qHTS of alpha-syn Inhibitors | Yeast expressing alpha-synuclein, growth rescue, BacTiter-Glo, 24 h | Potency, µM (highest dose often 46.1 µM), for inactives: at the highest dose growth rescue (activation), most hits filed as activators | 0.14% of 370,000 active | AID 652106, 2013; further: % of control where 0% means no effect; nearly all actives have a fitted effect of over 65% in size
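Galactose-induced alpha-syn yeast (OD600=0.02, raffinose-pregrown) + pinned cpd, 24 hr, 30 deg C; growth by BacTiter-Glo luminescence. Growth restoration scores as activation.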
TDP43 rescue: qHTS of TDP-43 Inhibitors. TDP-43 expressing yeast growth rescue, BacTiter-Glo, 24 h. Potency, µM (highest dose often 46.1 µM), without a hit: at the top dose growth rescue (activation), most hits filed as activators. 1.8% of 410,000 active; further: % of control where 0% means no effect; nearly all actives have a fitted effect of over 50% in size
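Galactose-induced TDP-43 yeast, OD600=0.02, compound pinned; 24 hr, 30 deg C; BacTiter-Glo luminescence for growth. Inhibitors of TDP-43 toxicity read as activators.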
EPAC1 antagonist: qHTS for Antagonist of cAMP-regulated guanine nucleotide exchange factor 3 (EPAC1): primary screen; Potency, µM (highest dose often 115 µM), for the others: at the top dose activity change, negative = inhibition, actives largely listed as inhibitors; AID 720709, 2013; EPAC1 GEF assay, Rap1b-BODIPY-GDP exchange fluorescence; 0.14% of 360,000 active;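 further: plate controls were vehicle for no effect and positive control for full effect; nearly all actives have a fitted effect of over 50% in size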
FUS yeast rescue: qHTS for Suppressors of FUS Proteinopathy: Primary screen using FUS-linked yeast assay | S. cerevisiae FUS-expressing, growth rescue, OD600, 24 h | Potency, µM (highest dose often 76.6 µM), for inactives: at the highest dose growth rescue (activation), hits mostly activators | 0.24% of 390,000 active | AID 1347120, 2019;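 further: plate controls were DMSO vehicle for no effect and reference control for full effect; nearly all actives have a fitted effect of over 55% in size; some results filed as inactive show a strong effect at the top dose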
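Quantitative HTS measuring growth restoration of FUS-toxic yeast. Galactose-induced cells (OD 0.005) were exposed 24hr at 30C to compounds at several concentrations, then absorbance at 600 nm was recorded.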
EPAC2 agonist: qHTS for Agonist of cAMP-regulated guanine nucleotide exchange factor 4 (EPAC2): primary screen. Rap guanine nucleotide exchange factor 4 (Homo sapiens), Q8WZA2. EPAC2 activation, biochemical qHTS; response scale: 100% = 6.5 mM cAMP response. Potency, µM (top dose mostly 154 µM), for the others: at the top dose activation, hits mostly activators. 0.079% of 360,000 active. AID 720711, 2013; further: nearly all actives have a fitted effect of over 50% in size
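Setup: EPAC2 100 nM, labeled Rap1B complex 250 nM, free GDP 50 uM. Compound titrations pinned in, brief spin, 5 min room temperature incubation. Kinetic fluorescence read over 30 min, normalized to 6.5 mM cAMP.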
EPAC2 antag: qHTS for Antagonist of cAMP-regulated guanine nucleotide exchange factor 2 (EPAC2): primary screen; Rap guanine nucleotide exchange factor 4 (Homo sapiens), Q8WZA2; EPAC2 GEF exchange of Rap1B-BODIPY-GDP, fluorescence; Potency, µM (highest dose often 114 µM), without a hit: at the highest dose activity, negative = inhibition, most hits filed as inhibitors; 0.18% of 360,000 active; AID 720708, 2013; further: on the % scale 0 is the no-effect control and ±100 the full control effect; nearly all actives have a fitted effect of over 45% in size; many of its hits are not listed in these tables
PTHR1 ag: qHTS for PTHR1 Agonists: Primary Screen; Potency, µM (series often up to 115 µM), without a hit: top-dose activation, most hits filed as activators; Parathyroid hormone/parathyroid hormone-related peptide receptor (Homo sapiens), Q03431; HEK293 GP2 PTHR1 cells, GloSensor cAMP luminescence, 1 h; 0.075% of 410,000 active; further: nearly all actives have a fitted effect of over 55% in size; some results filed as inactive show a strong effect at the top dose; inactives centre near -15; many of its hits are not listed in these tables
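HEK-293-derived GP2 cells expressing PTHR1 and a GloSensor cAMP reporter, 3,000/well, plated overnight, given luciferin plus IBMX (each 0.5 mM as added) for 1 h at 37 °C, then compound for 1 h at 37 °C. Luminescence was read after 15 min at room temperature.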
Starred values were filed as active, the others as inactive; i = inactive; ? = inconclusive; / = no result given; [ ] = remark or other dose. The call rests on the fitted dose curve; in most records, active means well fitted curve in the direction sought with a large enough effect; inconclusive means small, poorly fitted or top-dose-only effect, or another doubt; inactive means no such curve, though single readings can be large; an effect the other way counts as inactive or inconclusive. Potency means the concentration at half of the fitted maximal effect. Only part of the results is shown; count on the stated rates, not on these rows.

entry | structure | EPAC1 agonist | aSyn yeast inh | TDP43 rescue | EPAC1 antagonist | FUS yeast rescue | EPAC2 agonist | EPAC2 antag | PTHR1 ag
1 | Cc1cc(C)c(NC(=S)NCCO)c(C)c1 | -4% | 1% | 10% | 16% | 13% | 4% | 17% | -21%
2 | O=C(NCC(=O)N(c1cccnc1)C(C(=O)NC1CCCC1)c1cccs1)c1ccco1 (stereo not drawn) | 3% | 7% | -4% | -19% | 7% | 6% | 8% | i
3 | NC(=O)C1CC(=O)N(c2ccc(OCC(=O)Nc3ccc(F)cc3)cc2)C1 (stereo not drawn) | 13% | -3% | 13% | -2% | -13% | 4% | -7% | i
4 | COc1ccc(-c2csc(C(NC(C)=O)c3ccccc3)n2)cc1 (stereo not drawn) | -12% | -1% | 0% | 9% | -10% | 2% | -21% | 0%
5 | COc1ccc(NC2=C(NC(C)=O)C(=O)c3ccccc3C2=O)cc1 | 3% | -12% | -4% | -15% | 24% | 10% | -12% | -12%
6 | CC1CCC(NC(=O)c2ccc3c(c2)OCO3)CC1 (stereo not drawn) | 7% | -1% | ? | -18% | -22% | -2% | 0% | -40%[inhibitor]
7 | COc1cccc(C2CC(c3ccc(C)cc3)n3ncnc3N2)c1 (stereo not drawn) | -4% | 0% | 12% | -9% | 29% | 5% | -2% | i
8 | Nc1nc(Nc2ccccc2)nc(NCCO)c1[N+](=O)[O-] | 7% | -6% | -9% | -15% | -6% | 5% | -11% | 4%
9 | C=CCNC(=O)c1c(O)c2cccc3c2n(c1=O)CCC3 | 9% | -1% | -41%[inhibitor] | -3% | -13% | 4% | 5% | -6%
10 | O=C(CCCSc1nc2ccccc2[nH]1)N1CCN(c2ccc([N+](=O)[O-])cc2)CC1 | 0% | 3% | -1% | -10% | 14% | 11% | -7% | -19%[57.5 µM]
11 | Cc1cc(C)n(CCN(C)C(=O)C2CCC(=O)N(CCc3cccc(F)c3)C2)n1 (stereo not drawn) | 7% | -6% | 4% | 0% | 0% | 7% | 1% | -3%
12 | N#Cc1ccc(OCC(=O)NC(=O)NC2CCS(=O)(=O)C2)cc1 (stereo not drawn) | 3% | -7% | 5% | -12% | -6% | 4% | 7% | -12%
13 | CC1=C(C(=O)N(C)C)CC(CC(=O)NCCCN(C)C)C(=O)N1CCCN1CCCC1=O (stereo not drawn) | 1% | 2% | 15% | 3% | -13% | 9% | 6% | i
14 | NS(=O)(=O)c1ccc(NC(=O)CSc2nc(Nc3ccccc3)nc(N3CCOCC3)n2)cc1 | 10% | -3% | -17% | 9% | / | 3% | 5% | i
15 | Oc1ccc(/C=N\Nc2nncc(-c3ccccc3)n2)cc1 | 10% | -8% | -10% | -5% | 18% | 5% | 13% | -22%
16 | CS/C(N)=N/C(=S)Nc1cccc(Cl)c1 | 13% | 4% | ? | ? | 8% | 11% | -12% | -33%[inhibitor]
17 | CC(C)(C)c1ccc(C(=O)NCc2nnc(SCC(=O)NC3CCCCC3)o2)cc1 | -7% | 2% | 27% | -11% | / | -4% | -1% | -36%[inhibitor]
18 | COC(=O)[C@@]12C[C@@H](CC(=O)N3CCCCC3)C(=O)N(Cc3ccc4c(c3)OCO4)C1=CCC(C)(C)C2 | -13% | -2% | 27% | 5% | 30% | 3% | -2% | i
19 | CN(C)S(=O)(=O)N1CCC(CCCC2CCN(S(=O)(=O)N(C)C)CC2)CC1 | 7% | 2% | -11% | 16% | 22% | 4% | 2% | i
20 | Cc1ccc(NC(=O)c2cc(S(=O)(=O)N3CCCC3)cn2C)cc1C | -15% | -3% | -15% | 15% | -5% | -3% | 3% | -27%
21 | COC(CNC(=O)c1ccc(Cn2c(=S)[nH]c3cc4c(cc3c2=O)OCO4)cc1)OC | 1% | 10% | 24% | -4% | / | -7% | 30% | i
22 | Cc1cccc(C(=O)NNC(=O)Nc2ccccc2)c1 | -6% | -2% | -18%[0.397 µM] | 4% | 2% | 8% | -10% | -25%
23 | NC(=O)c1cccnc1Sc1ccc(Cl)cc1 | 1% | -1% | -4%[0.397 µM] | 8% | 0% | -3% | 7% | i
24 | COc1ccc(CN(C)CC(=O)Nc2cccc(S(=O)(=O)N3CCCC3)c2)cc1F | -2% | 0% | 14% | -9% | 10% | -4% | 8% | -36%[inhibitor]
25 | COC(=O)c1ccccc1N=Nc1c(N)[nH][nH]c1=O | -7% | -30% | -38%[inhibitor] | 2% | 37% | 1% | 8% | i

Quoted from the listing.
cpd 12 in FUS yeast rescue shows -6%
cpd 2 in TDP43 rescue shows -4%

A different layout for 10 compounds above:
Under each structure – EPAC1 agonist	aSyn yeast inh	TDP43 rescue	EPAC1 antagonist	FUS yeast rescue	EPAC2 agonist	EPAC2 antag	PTHR1 ag
1) Cc1cc(C)c(NC(=S)NCCO)c(C)c1
  -4%	1%	10%	16%	13%	4%	17%	-21%
2) O=C(NCC(=O)N(c1cccnc1)C(C(=O)NC1CCCC1)c1cccs1)c1ccco1 (stereo not drawn)
  3%	7%	-4%	-19%	7%	6%	8%	i
3) NC(=O)C1CC(=O)N(c2ccc(OCC(=O)Nc3ccc(F)cc3)cc2)C1 (stereo not drawn)
  13%	-3%	13%	-2%	-13%	4%	-7%	i
4) COc1ccc(-c2csc(C(NC(C)=O)c3ccccc3)n2)cc1 (stereo not drawn)
  -12%	-1%	0%	9%	-10%	2%	-21%	0%
5) COc1ccc(NC2=C(NC(C)=O)C(=O)c3ccccc3C2=O)cc1
  3%	-12%	-4%	-15%	24%	10%	-12%	-12%
6) CC1CCC(NC(=O)c2ccc3c(c2)OCO3)CC1 (stereo not drawn)
  7%	-1%	?	-18%	-22%	-2%	0%	-40%[inhibitor]
7) COc1cccc(C2CC(c3ccc(C)cc3)n3ncnc3N2)c1 (stereo not drawn)
  -4%	0%	12%	-9%	29%	5%	-2%	i
8) Nc1nc(Nc2ccccc2)nc(NCCO)c1[N+](=O)[O-]
  7%	-6%	-9%	-15%	-6%	5%	-11%	4%
9) C=CCNC(=O)c1c(O)c2cccc3c2n(c1=O)CCC3
  9%	-1%	-41%[inhibitor]	-3%	-13%	4%	5%	-6%
10) O=C(CCCSc1nc2ccccc2[nH]1)N1CCN(c2ccc([N+](=O)[O-])cc2)CC1
  0%	3%	-1%	-10%	14%	11%	-7%	-19%[57.5 µM]

(further entries)
entry | structure | EPAC1 agonist | aSyn yeast inh | TDP43 rescue | EPAC1 antagonist | FUS yeast rescue | EPAC2 agonist | EPAC2 antag | PTHR1 ag
26 | COC(=O)c1cnn(C(=O)c2ccccc2Br)c1N | 4% | 0% | -12% | -1% | 23% | 7% | -1% | i
27 | COc1ccc(CN2C(=O)c3ccccc3C2=O)cc1C(=O)N(C)CC(=O)Nc1ccc(C)cc1 | 10% | 1% | 4% | 1% | 33% | 8% | -10% | -7%
28 | CC1(C)Cc2ccccc2C2=C(C(=O)N3CCCCCC3)C(=O)C(=O)N21 | -2% | -7% | -9% | -1% | 3% | -1% | -1% | i
29 | CCN(CC)S(=O)(=O)c1cccc(C(=O)N/N=C/c2ccccc2OCC(=O)O)c1 | 8% | -2% | / | -28% | 12% | 3% | -5% | -3%
30 | CSCC[C@H](NC(=O)Nc1ccc(C)cc1)C(=O)O | 10% | -3% | -6% | -1% | -12% | 12% | -3% | -17%[57.5 µM]
31 | O=C(Nc1ccccc1O)c1csc2c1CCCC2 | -3% | -1% | ? | -21% | 4% | 2% | -3% | -37%[inhibitor]
32 | O=C1c2cccnc2C(=O)N1Cc1ccc(F)cc1 | -1% | -15% | 10% | 10% | 20% | 1% | 10% | -7%[57.5 µM]
33 | COc1ccc(Cn2nnnc2C(c2ccc(F)cc2)N2CCN(C3CCCC3)CC2)cc1 (stereo not drawn) | 6% | -5% | 6% | 15% | -2% | -7% | 3% | -25%
34 | CC(/C=C/c1ccccc1)=N\NC(=O)C1CC1(C)c1ccccc1 (stereo not drawn) | 15% | 6% | 24% | -3% | -8% | -2% | -1% | -11%
35 | CCOC(=O)CCNCc1ccc(F)cc1 | 0% | -6% | -1% | -26% | 16% | 2% | -4% | -23%
36 | CCN(CC(=O)NCc1ccncc1)S(=O)(=O)c1ccccc1 | 5% | 0% | -2% | -21% | 10% | 9% | 2% | i
37 | COc1cccc(/C=C/C(=O)OCC(=O)N2CCN(S(=O)(=O)c3ccc(Cl)cc3)CC2)c1 | 14% | -4% | -9% | 3% | -4% | 10% | -2% | -32%[inhibitor]
38 | Nc1[nH]c(C(=O)c2ccccc2)c(-c2ccc(F)cc2)c1C(=O)NCc1ccccc1 | -5% | 0% | 8% | -4% | -16% | -3% | 8% | -6%
39 | O=C(Cn1nc(-c2cccc(Cl)c2)ccc1=O)NCC1COCCO1 (stereo not drawn) | 5% | 0% | -18% | 8% | -13% | -4% | 1% | i
40 | Cc1cccc(C)c1NC(=O)CN(C)C(=O)C1CCN(c2ncnc3sc(C)c(C)c23)CC1 | -12% | 0% | 20% | -1% | 30% | 3% | 1% | -9%
41 | COC(=O)c1ccc2c(=O)n(CCCCCC(=O)NCc3ccccn3)c(=O)[nH]c2c1 | 10% | 0% | 18% | -1% | 20% | 4% | -2% | -2%[57.5 µM]
42 | Cc1ccc(-c2c(C)n([O-])c3c([n+]2=O)CCC3)o1 | 7% | 2% | -8% | -22% | -10% | -6% | 12% | -1%[57.5 µM]
43 | CCN(CC)c1ccc(C(=C2C=CC(=[N+](CC)CC)C=C2)c2ccccc2)cc1 | -2% | -74%[inhibitor] | -96%[inhibitor] | 10% | / | 5% | 11% | -38%[inhibitor]
44 | COc1ccc(NC(=O)C2CCN(C(=O)Nc3ccc(C)cc3)CC2)cc1OC | 13% | 0% | -14% | 8% | 24% | 6% | -2% | i
45 | c1csc(CN2CCN(Cc3cccs3)C2c2cccs2)c1 | 9% | -4% | 0% | -13% | 1% | 4% | -4% | i
